uPA surface inh = cell surface uPA generation inhibition; Potency, µM (doses to about 38.3 µM), for the others: top-dose activity change, negative = inhibition, hits mostly inhibitors; cell surface uPA generation assay, qHTS; actives 0.31% (n = 330,000); active means well fitted inhibition curve with a large enough effect; inconclusive means small, poorly fitted or top-dose-only effect; inactive means no such curve, though single readings can be large or run the other way; tested in mouse RAW 264.7 cells; further: on the % scale 0 is the no-effect control and ±100 the full control effect; nearly all actives have a fitted effect of over 55% in size
MBNL1-CUG inh = inhibitors of human MBNL1 binding to CUG repeat RNA; Q9NR56; TR-FRET MBNL1-His/biotin-(CUG)12 binding, 665/545 ratio; Potency, µM (top dose mostly 57.5 µM), for the others: at the highest dose activity change, negative = inhibition, usual class: inhibitors; actives 0.036% (n = 280,000); AID 2675; active means well fitted inhibition curve with a large enough effect in the signal ratio, with a control signal flat, not every such curve was filed as active; inconclusive means small, poorly fitted or top-dose-only effect, or effect the other way, or a change in a side signal; inactive means no such curve, though single readings can be large or run the other way; the % refers to the signal ratio; further: on the % scale 0 is the no-effect control and ±100 the full control effect
Target sequence (Q9NR56 whole entry, looked up): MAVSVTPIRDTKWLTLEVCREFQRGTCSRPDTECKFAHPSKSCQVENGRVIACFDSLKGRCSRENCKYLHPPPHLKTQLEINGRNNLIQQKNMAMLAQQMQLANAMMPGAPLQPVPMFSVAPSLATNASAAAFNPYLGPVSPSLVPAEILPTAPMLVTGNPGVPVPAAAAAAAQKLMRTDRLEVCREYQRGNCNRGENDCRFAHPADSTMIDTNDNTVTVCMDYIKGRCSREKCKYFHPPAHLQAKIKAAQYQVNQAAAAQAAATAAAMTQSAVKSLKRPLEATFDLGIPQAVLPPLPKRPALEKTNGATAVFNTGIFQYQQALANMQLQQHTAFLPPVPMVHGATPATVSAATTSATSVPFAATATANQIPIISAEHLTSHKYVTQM
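His-tagged MBNL1 binding to biotinylated (CUG)12 RNA was measured by TR-FRET using terbium anti-His antibody (0.055 ng/ul final) and streptavidin-XL665 (5 nM final). Compounds were titrated 92 nM to 58 uM; 60 min at room temperature.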
BRCA1 expr up = increases BRCA1 expression | MCF7-BRCA1-FFLuc reporter, luminescence, 48 h; response scale: scaled: vehicle 0%, 10 µM genistein 100% | Potency, µM (titrated, usually from 46.1 µM), inactives show at the top dose activation, usual class: activators | actives 1.1% (n = 380,000) | AID 624202; further: nearly all actives have a fitted effect of over 80% in size; some results filed as inactive show a strong effect at the top dose
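Quantitative HTS in MCF7 cells stably reporting BRCA1 expression via firefly luciferase. Compound treatment lasts 48 h at 37 °C in phenol-red free MEM. Activation is expressed relative to genistein at 10 microM and DMSO.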
Rab9 prom act = activators of Rab9 promoter. Potency, µM (doses to about 9.22 µM), for the others: at the highest dose activation, negative = inhibition, actives largely listed as activators. actives 2.8% (n = 320,000). Huh7 Rab9 promoter-luciferase reporter, luminescence, 24 h. AID 485297; further: % of control where 0% means no effect; nearly all actives have a fitted effect of over 60% in size
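Using Huh7 cells stably transfected with Rab9 promoter–luciferase, compounds were incubated 24 h at 37 °C, 5% CO2; luciferase luminescence was read 10 min after reagent addition.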
FLuc counter = counter-screen for miR-21 project: firefly luciferase inhibitors or activators; P08659; purified FLuc, Km substrates, luminescence inhibition; Potency, µM (series often up to 57.5 µM), for the others: at the highest dose activity change, negative = inhibition, hits mostly inhibitors; actives 6.9% (n = 360,000);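 further: plate controls were vehicle for no effect and reference inhibitor for full effect; nearly all actives have a fitted effect of over 55% in size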
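Purified P. pyralis luciferase, 10 nM final, with Km-level 10 uM D-luciferin and 10 uM ATP in 50 mM Tris acetate pH 7.5, 10 mM Mg acetate, 0.01% Tween-20, 0.05% BSA; 6-point qHTS titration about 60 µM downward; luminescence read.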
ELG1 genotox = induces genotoxicity in HEK293T cells with luciferase-tagged ELG1; AID 504466; Potency, µM (top dose mostly 46 µM), for inactives: top-dose activity change, positive = activation, usual class: activators; actives 1.3% (n = 330,000); HEK293T ELG1-luciferase reporter, luminescence, 16 h; further: % of control where 0% means no effect; nearly all actives have a fitted effect of over 60% in size
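Step 1: seed 2,000 HEK293T ELG1-luciferase cells per well. Step 2: add compound or DMSO, incubate 16 hr at 37 °C. Step 3: ONE-Glo, 30 min at room temperature, read luminescence.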
RORgamma inh = blocks mouse ROR gamma transcriptional activity; actives 5.4% (n = 310,000); P51450; AID 2551; Drosophila S2 Gal4-RORgamma UAS-luciferase reporter, 20 h; Potency, µM (top dose mostly 53.6 µM), without a hit: at the top dose activity change, negative = inhibition, most hits filed as inhibitors; further: on the % scale 0 is the no-effect control and ±100 the full control effect; nearly all actives have a fitted effect of over 60% in size
Target sequence (P51450 whole entry, looked up, the tested form may be a part): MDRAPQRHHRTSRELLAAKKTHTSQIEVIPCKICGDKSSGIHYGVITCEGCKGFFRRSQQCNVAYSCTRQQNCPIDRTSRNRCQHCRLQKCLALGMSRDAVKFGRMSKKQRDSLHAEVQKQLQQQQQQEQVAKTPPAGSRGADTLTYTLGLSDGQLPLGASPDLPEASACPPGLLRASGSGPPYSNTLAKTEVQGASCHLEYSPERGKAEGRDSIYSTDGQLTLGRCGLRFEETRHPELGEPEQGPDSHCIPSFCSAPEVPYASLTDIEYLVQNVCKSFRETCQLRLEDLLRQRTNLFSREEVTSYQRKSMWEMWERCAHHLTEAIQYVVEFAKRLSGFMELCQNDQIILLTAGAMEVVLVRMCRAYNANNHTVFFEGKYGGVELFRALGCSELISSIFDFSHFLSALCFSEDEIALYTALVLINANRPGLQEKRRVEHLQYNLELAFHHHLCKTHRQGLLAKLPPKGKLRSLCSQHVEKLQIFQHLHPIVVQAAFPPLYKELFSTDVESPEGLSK
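Stable Schneider cell line, Gal4 DNA-binding domain fused to ROR gamma, UAS-luciferase. Cmpd 1 hr RT → CuSO4 700 uM final → 20 hr RT → luciferase reagent 10 min → luminescence.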
NPC1 prom act = activators of NPC1 promoter; Potency, µM (top dose mostly 9.22 µM), for the others: at the top dose activation, hits mostly activators; AID 485313; Huh7 NPC1 promoter luciferase reporter, 24 h; actives 2.4% (n = 320,000);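 further: % of control where 0% means no effect; nearly all actives have a fitted effect of over 60% in size; reporter is driven by a mutant NPC1 promoter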
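Huh7 cells stably carrying NPC1 promoter–luciferase, plated in Opti-MEM with 10% FBS for 2 h, were exposed to compound in DMSO for 24 h at 37 °C; luciferase reagent was added for 10 min and luminescence read.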
p53 reactivator = re-activators of mutant p53; H1299 p53-A138V BP100-luciferase reporter, luminescence, 24 h; Potency, µM (top dose mostly 92.2 µM), inactives show at the top dose activity change, positive = activation, most hits filed as activators; actives 0.063% (n = 320,000); AID 504706; further: % of control where 0% means no effect; nearly all actives have a fitted effect of over 45% in size
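H1299 (p53-null), stable ts p53-A138V + BP100-Luc; 1000 cells/well, Opti-MEM/10% FBS; cpd 4 pt, 1:5; 24 h, 37 deg C, 5% CO2; detection reagent 10 min RT; luminescence.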
VP16 counter = Gal4-VP16 reporter inhibition counter-screen. Drosophila S2 Gal4-VP16 UAS-luciferase, luminescence, 20 h. actives 3.5% (n = 310,000). AID 2546. Potency, µM (titrated, usually from 53.6 µM), inactives show top-dose activity, negative = inhibition, hits mostly inhibitors;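 further: Gal4-VP16 expression switched on by copper sulfate through the metallothionein promoter; on the % scale 0 is the no-effect control and ±100 the full control effect; nearly all actives have a fitted effect of over 50% in size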
Starred values were filed as active, the others as inactive; [ ] = dose if it differs, or a comment. Unless noted, the call rests on the fitted dose curve; in most records, active means well fitted curve in the direction sought with a large enough effect; inconclusive means small, poorly fitted or top-dose-only effect, or another doubt; inactive means no such curve, though single readings can be large; an effect the other way counts as inactive or inconclusive. Potency means the concentration at half of the fitted maximal effect.

Results for COC(=O)c1cccc([N+](=O)[O-])c1CS(=O)(=O)c1ccc(C)cc1 ?
uPA surface inh: -7%; MBNL1-CUG inh: inconclusive; BRCA1 expr up: 8%; Rab9 prom act: -2%; FLuc counter: 6%; ELG1 genotox: 0%; RORgamma inh: 6%; NPC1 prom act: -1%; p53 reactivator: 1%; VP16 counter: 2%

How did COc1ccc(OC)c(NC(=O)c2ccc(Cl)cc2)c1 do in these assays?
uPA surface inh: -3%; MBNL1-CUG inh: -8%; BRCA1 expr up: -8%; Rab9 prom act: 3%; FLuc counter: inconclusive; ELG1 genotox: 2%; RORgamma inh: 17%; NPC1 prom act: 1%; p53 reactivator: -6%; VP16 counter: -10%

How did CCOC(=O)Nc1ccc2c(c1)N(C(=O)CN(CC)CC)c1ccccc1C=C2 do in these assays?
uPA surface inh: 3%; MBNL1-CUG inh: 11%; BRCA1 expr up: 9%; Rab9 prom act: -2%; FLuc counter: 7%; ELG1 genotox: 0%; RORgamma inh: -1%; NPC1 prom act: 1%; p53 reactivator: -7%; VP16 counter: -12%

How did CC(=O)N1CCC2(CC1)C(C#N)=C(N)Oc1n[nH]c(C)c12 do in these assays?
uPA surface inh: 0%; MBNL1-CUG inh: -7%; BRCA1 expr up: 6%; Rab9 prom act: -4%; FLuc counter: 0%; ELG1 genotox: 0%; RORgamma inh: -16%; NPC1 prom act: -3%; p53 reactivator: -7%; VP16 counter: 14%

What do the screens show for `NC(N)=N/N=C/c1ccc(Cl)c([N+](=O)[O-])c1`?
uPA surface inh: -5%; MBNL1-CUG inh: inconclusive; BRCA1 expr up: -21%; Rab9 prom act: 16%; FLuc counter: 5%; ELG1 genotox: -9%; RORgamma inh: 3%; NPC1 prom act: 1%; p53 reactivator: 2%; VP16 counter: -5%

Results for CCOc1ccc(C(=O)NC(C(=O)NCc2ccccn2)C(C)C)cc1 (stereo not given) ?
uPA surface inh: 4%; MBNL1-CUG inh: -6%; BRCA1 expr up: -4%; Rab9 prom act: -1%; FLuc counter: 3%; ELG1 genotox: 0%; RORgamma inh: 18%; NPC1 prom act: 0%; p53 reactivator: 0%; VP16 counter: 11%

Results for COc1ccc2[nH]c3c(c2c1)CCN1C(=O)C(CC(=O)NCc2cccc(C(F)(F)F)c2)C[C@H](C(=O)N(C(C)C)C(C)C)[C@@]31C (stereo not given in full) ?
uPA surface inh: -11%; BRCA1 expr up: -65%[inhibitor]; ELG1 genotox: -10%; p53 reactivator: -2%

How did C[C@H](CO)N1C[C@H](C)[C@@H](CN(C)C(=O)Nc2ccccc2)Oc2ccc(NC(=O)Nc3ccccc3)cc2C1=O do in these assays?
uPA surface inh: 0%; BRCA1 expr up: -4%; ELG1 genotox: -1%; p53 reactivator: 1%

What do the screens show for `CC(C)c1nc2cc(C(=O)NC(C)c3cnn(C)c3)ccc2o1` (stereo not given)?
uPA surface inh: 1%; MBNL1-CUG inh: -1%; BRCA1 expr up: -1%; Rab9 prom act: 13%; FLuc counter: -4%; ELG1 genotox: 9%; RORgamma inh: 7%; NPC1 prom act: 0%; p53 reactivator: 4%; VP16 counter: 26%

How did CN(C)S(=O)(=O)c1cccc(C(=O)NCC2(N3CCOCC3)CCCCC2)c1 do in these assays?
uPA surface inh: 6%; MBNL1-CUG inh: 8%; BRCA1 expr up: -1%; Rab9 prom act: 11%; FLuc counter: 3%; ELG1 genotox: 0%; RORgamma inh: -2%; NPC1 prom act: 0%; p53 reactivator: 0%; VP16 counter: -5%

How did Cc1cc(NC(=O)CC(C)C)c(=O)n(Cc2c(F)cccc2Cl)c1 do in these assays?
uPA surface inh: -4%; MBNL1-CUG inh: 11%; BRCA1 expr up: -2%; Rab9 prom act: 1%; FLuc counter: 2%; ELG1 genotox: 6%; RORgamma inh: 14%; NPC1 prom act: 1%; VP16 counter: -5%

Results for Cc1c(Cc2ccccc2)c(=O)oc2cc(OCC(=O)c3ccccc3)ccc12 ?
uPA surface inh: -10%; MBNL1-CUG inh: -6%; BRCA1 expr up: -9%; Rab9 prom act: -3%; FLuc counter: -14%; ELG1 genotox: 1%; RORgamma inh: -16%; NPC1 prom act: -7%; p53 reactivator: -1%; VP16 counter: 1%

What do the screens show for `CCOc1cc(N2CCOCC2)c(OCC)cc1NC(=O)CSc1ncccc1C(=O)O`?
uPA surface inh: 2%; BRCA1 expr up: -22%; ELG1 genotox: 0%; p53 reactivator: 14%

How did O=C(Nc1ccccc1)C1CC(O)CN1S(=O)(=O)c1ccc([N+](=O)[O-])cc1 (stereo not given) do in these assays?
uPA surface inh: -9%; MBNL1-CUG inh: inconclusive; BRCA1 expr up: 4%; Rab9 prom act: -6%; FLuc counter: -2%; ELG1 genotox: -3%; RORgamma inh: 2%; NPC1 prom act: -3%; p53 reactivator: 0%; VP16 counter: 17%

What do the screens show for `CCOC(=O)CN(C(=O)c1ccccc1)c1ccccc1C`?
uPA surface inh: -1%; MBNL1-CUG inh: 4%; BRCA1 expr up: -24%; Rab9 prom act: -1%; FLuc counter: 0%; ELG1 genotox: -7%; RORgamma inh: 1%; NPC1 prom act: 1%; p53 reactivator: -10%; VP16 counter: 8%

How did CN1CCOc2cc(S(=O)(=O)NCc3ccc(S(N)(=O)=O)cc3)ccc21 do in these assays?
uPA surface inh: 2%; MBNL1-CUG inh: 5%; BRCA1 expr up: -5%; Rab9 prom act: 1%; FLuc counter: 3%; ELG1 genotox: -8%; RORgamma inh: -16%; NPC1 prom act: 5%; p53 reactivator: -7%; VP16 counter: -1%

Results for C[C@H](CO)N1C[C@H](C)[C@@H](CN(C)C(=O)Nc2ccccc2)Oc2ccc(NC(=O)c3ccncc3)cc2C1=O ?
uPA surface inh: 9%; BRCA1 expr up: 10%; ELG1 genotox: 0%; p53 reactivator: 4%

Results for c1ccc(Nc2nc(N3CCCC3)nc(N3CCCC3)n2)cc1 ?
MBNL1-CUG inh: -6%; BRCA1 expr up: -43%; Rab9 prom act: -4%; FLuc counter: 1%; ELG1 genotox: -9%; RORgamma inh: 11%; NPC1 prom act: -1%; p53 reactivator: 2%; VP16 counter: -1%

How did CC1=C(C(=O)OCC2CCCO2)C(c2ccsc2)C2=C(CC(C)(C)CC2=O)N1 (stereo not given) do in these assays?
uPA surface inh: 16%; MBNL1-CUG inh: 27%; BRCA1 expr up: -25%; Rab9 prom act: -5%; FLuc counter: 5%; ELG1 genotox: 0%; RORgamma inh: 10%; NPC1 prom act: -5%; p53 reactivator: 2%; VP16 counter: -13%

What do the screens show for `CC(NC(=O)Cc1ccc(S(=O)(=O)N2CCCCC2)cc1)c1ccccc1` (stereo not given)?
uPA surface inh: -9%; BRCA1 expr up: -3%; Rab9 prom act: -1%; FLuc counter: 2%; ELG1 genotox: -1%; NPC1 prom act: -3%; p53 reactivator: -8%

How did Nc1nnn(CC(=O)N/N=C/c2ccc(Cl)cc2Cl)n1 do in these assays?
uPA surface inh: -3%; BRCA1 expr up: 29%; Rab9 prom act: 8%; FLuc counter: 0%; ELG1 genotox: 7%; RORgamma inh: -4%; NPC1 prom act: 4%; p53 reactivator: 5%; VP16 counter: 0%

How did Cc1ccc(SC[C@H](c2ccccc2)N2CCN(CCc3ccccc3)CCC2=O)cc1 do in these assays?
uPA surface inh: -5%; MBNL1-CUG inh: 0%; BRCA1 expr up: -1%; Rab9 prom act: -2%; FLuc counter: 27µM*; ELG1 genotox: -4%; RORgamma inh: 34%; NPC1 prom act: 9%; p53 reactivator: inconclusive; VP16 counter: -3%

What do the screens show for `CCCn1c(N/N=C(C)\C=C\c2ccccc2)nc2c1c(=O)[nH]c(=O)n2C`?
MBNL1-CUG inh: 2%; Rab9 prom act: -5%; FLuc counter: -2%; ELG1 genotox: -3%; RORgamma inh: -39%; NPC1 prom act: 1%; p53 reactivator: 0%; VP16 counter: -11%

What do the screens show for `COc1ccc2cc(C(N)=O)c(=Nc3ccccc3)oc2c1`?
uPA surface inh: -6%; MBNL1-CUG inh: 0%; BRCA1 expr up: inconclusive; Rab9 prom act: 1.6µM*; FLuc counter: 0%; ELG1 genotox: inconclusive; RORgamma inh: 16%; NPC1 prom act: 3.5µM*; p53 reactivator: 24%; VP16 counter: -4%

Results for O=C(CCN1CCN(C/C=C/c2ccccc2)CC1)Nc1cccc(F)c1 ?
uPA surface inh: 8%; BRCA1 expr up: -25%; Rab9 prom act: 1%; FLuc counter: 2%; ELG1 genotox: -8%; RORgamma inh: 14%; NPC1 prom act: -31%[inhibitor]; p53 reactivator: 6%; VP16 counter: 3%

What do the screens show for `O=C(Nc1ccccc1Cl)C1Cc2ccccc2O/C1=N\O` (stereo not given)?
uPA surface inh: -11%; MBNL1-CUG inh: 13%; BRCA1 expr up: -3%; Rab9 prom act: -1%; FLuc counter: inconclusive; ELG1 genotox: inconclusive; RORgamma inh: 0%; NPC1 prom act: 19%; p53 reactivator: inconclusive; VP16 counter: -8%

Assay outcomes from PubChem.
